Screens as filed in PubChem.
PolyA inh: inhibitors of polyadenylation in S. cerevisiae; calls only at 12 µM; S. cerevisiae SKY197-pL101 polyadenylation reporter, beta-gal luminescence; efflux-impaired pdr1/pdr3 knockout yeast; score 100 = 6 SD above DMSO; 300,000 tested, 0.02% active;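 active = lowest replicate activity score at least 50, where 100 means six control SD above control mean; inconclusive = lowest score under 50 but half or more replicates reach 50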;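 note: yeast exposed to compound for 9 h at 30 °C; higher score means more reporter readthrough which indicates perturbed polyadenylation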
AI-2 QS mod: Vibrio harveyi AI-2 quorum sensing modulation; Vibrio harveyi JMH597 AI-2 luminescence/OD600 ratio, 9 h; stronger effect = lower value; strain lacks LuxN and CqsS sensors; 0 = neutral-control median; activity change, % at 7.5 µM; 300,000 tested, 0.4% active; AID 2094; in the data active = activity change below about -75%, passing the limit was not always enough; inconclusive = no clear call, values can overlap the other calls;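 note: luminescence divided by OD600 gain over 9 h not by final OD600 alone; inactives centre near 13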
HSF-1 act: increases HSF-1 driven luciferase reporter signal | NIH3T3-HGL HSF-1 luciferase reporter, MG132, 8 h; 100% = twice DMSO control signal | activation, % at 9 µM | 300,000 tested, 1.7% active | AID 504408;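 active = mean replicate activation of at least 50% with a set share of replicates each reaching 50%; inconclusive = only one of those two conditions met; inactive = mean below 50% and too few replicates reaching it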;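 note: 0% = median of the neutral control wells and 100% = twice that signal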
Dyrk1A ADPGlo: Dyrk1A (rat) kinase inhibition | Q63470 | ADP-Glo luminescence, NFATc1 peptide | inhibition, % at 12.5 µM | 310,000 tested, 0.43% active; in the data active = inhibition above about 50%;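 note: plate controls were vehicle with enzyme for no effect and no enzyme for full effect; many of its hits are not listed in these tables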
Platelet DG rel: platelet dense granule release activity; AID 1663; human platelet-rich plasma, SFLLRN dense granule ATP release, luminescence; inhibition, %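 (compounds screened at 7.5 µM in platelet-rich plasma)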; 300,000 tested, 0.22% active;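 active = mean replicate score, as percent of positive control, at or above 50; inconclusive = mean below 50 but at least one replicate at or above 50; inactive = mean and every replicate below 50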
HDAC3 inh: inhibitors of human histone deacetylase 3; recombinant HDAC3, fluorogenic peptide/trypsin coupled, fluorescence; 320,000 tested, 0.15% active; inhibition, % at 8.3 µM; in the data active = inhibition above about 26%, passing the limit was not always enough; inconclusive = no clear call, values can overlap the other calls
HSP90 refold inh: HSP90 refolding inhibition in rabbit reticulocyte lysate | inhibition, % at 5.6 µM | 290,000 tested, 0.91% active | luciferase refolding luminescence, 3 h;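 active = inhibition above the screen-wide mean plus 3 SD, computed separately per campaign, cut at about 16% in these data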;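 note: 0% = DMSO wells and 100% = 60 µM geldanamycin wells; inhibitors lower the luminescence because luciferase stays unfolded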
HSF1 inh: HSF1 inhibition; 300,000 tested, 0.77% active; NIH3T3-HGL HSE-luciferase, MG132-induced, luminescence 8 h; stronger effect = lower value; activity change, negative = inhibition, % at 7.5 µM (by protocol);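 active = more than half of replicate wells show activity change below -50%, luminescence cut by over half; inconclusive = some wells, but at most half, below -50%; inactive = no replicate well below -50%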;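 note: luciferase reports HSF-1 transcriptional activity via heat shock element; 0% = median of DMSO wells and -100% = zero luminescence signal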
GSK3beta inhib: inhibitors of human GSK3beta kinase; P49841; GST-GSK3beta kinase, ADP-Glo luminescence, 60 min; stronger effect = lower value; activity score (negative = inhibition), % at 10 µM; 300,000 tested, 0.038% active;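 active = more than half of replicate wells score below -50%, meaning over 50% inhibition versus plate controls; inconclusive = some replicates but at most half score below -50%; inactive = no replicate scores below -50%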;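 note: 0% = median DMSO wells and -100% = median GW8510 positive control wells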
Target sequence (P49841 whole entry, looked up): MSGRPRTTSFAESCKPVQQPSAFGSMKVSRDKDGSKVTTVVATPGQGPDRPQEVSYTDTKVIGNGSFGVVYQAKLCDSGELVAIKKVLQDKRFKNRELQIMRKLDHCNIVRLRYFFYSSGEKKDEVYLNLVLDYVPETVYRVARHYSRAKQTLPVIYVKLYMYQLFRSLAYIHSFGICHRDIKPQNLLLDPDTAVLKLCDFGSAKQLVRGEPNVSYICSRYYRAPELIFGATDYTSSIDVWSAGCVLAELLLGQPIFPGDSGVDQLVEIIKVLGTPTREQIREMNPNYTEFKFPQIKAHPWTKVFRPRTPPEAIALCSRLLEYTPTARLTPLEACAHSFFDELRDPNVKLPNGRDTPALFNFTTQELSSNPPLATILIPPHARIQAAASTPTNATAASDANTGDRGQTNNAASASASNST
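Test system: GST-tagged human GSK3beta kinase, cell-free; evaluation: activity score scaled between in-plate DMSO and GW8510 controls; measured by: ADP-Glo luminescence; incubation: 60 min reaction, RT; benchmarks: DMSO and 20 µM GW8510; reagent: peptide substrate plus 25 µM ATP (final); medium: Tris/MgCl2 kinase buffer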
GSK3 alpha inh: inhibitors of human GSK-3 alpha kinase; P49840; ADP-Glo luminescence, 60 min; inhibition, % at 10 µM; 320,000 tested, 0.1% active; AID 2650;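 in the data active = inhibition above about 50%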;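 note: GST-tagged GSK-3 alpha with peptide substrate and 25 µM ATP; 0% = DMSO neutral wells and 100% = GW8510 positive control wells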
Target sequence (P49840 whole entry, looked up): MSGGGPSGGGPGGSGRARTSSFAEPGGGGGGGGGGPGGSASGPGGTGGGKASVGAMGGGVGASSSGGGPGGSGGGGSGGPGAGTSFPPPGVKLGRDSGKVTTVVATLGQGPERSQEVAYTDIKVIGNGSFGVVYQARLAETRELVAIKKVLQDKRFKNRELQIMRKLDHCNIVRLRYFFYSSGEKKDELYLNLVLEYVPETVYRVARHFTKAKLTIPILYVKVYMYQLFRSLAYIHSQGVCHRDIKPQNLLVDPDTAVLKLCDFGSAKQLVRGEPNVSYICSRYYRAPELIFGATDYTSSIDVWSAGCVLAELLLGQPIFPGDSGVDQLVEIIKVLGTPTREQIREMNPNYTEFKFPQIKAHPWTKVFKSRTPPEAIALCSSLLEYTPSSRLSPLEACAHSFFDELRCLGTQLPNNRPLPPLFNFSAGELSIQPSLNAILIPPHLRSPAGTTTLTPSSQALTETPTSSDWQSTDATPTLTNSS
* hit, by the source's call; i = inactive; ? = inconclusive; · = no result given. These rows are one share of the data, so the mix of outcomes need not match the whole.

Each structure is followed by: HSF1 inh, GSK3beta inhib, Dyrk1A ADPGlo, HSF-1 act, AI-2 QS mod, HSP90 refold inh, GSK3 alpha inh, HDAC3 inh, PolyA inh, Platelet DG rel
- CCOC(=O)COc1cc2oc(=O)cc(C)c2cc1[N+](=O)[O-]
 : -2, -4, 2, -2, 1, 2, -4, -8, i, 3
- O=C(N/N=C/c1c[nH]c2ccccc12)c1cccc(Cl)c1
 : 19, -1, 12, 35, 13, -2, -4, 18, i, 3
- COc1ccc(N/C=C/C(=O)C(C)(C)C)cc1
 : -13, 5, -1, -11, 2, 2, 0, 4, i, 3
- COc1ccc(OC)c(/C=C2\N=C(c3ccccc3)OC2=O)c1
 : 7, -1, 0, 11, 18, 1, 0, -2, i, -3
- Cc1nc(NCCOc2ccccc2)sc1C(=O)Nc1ccccc1
 : 16, -1, ·, 18, 11, 0, -3, 3, i, -3
- CCc1ccc(CCC(=O)Nc2nccs2)o1
 : 18, 1, -1, 2, 13, 1, ·, 8, i, 0
- O=c1[nH][nH]c2cc(=O)n(-c3cccc(C(F)(F)F)c3)nc12
 : 8, 2, -4, 52*, 30, -3, -1, 5, i, 4
- CCc1ccc(-c2csc3ncn(CC(=O)N4CCOCC4)c(=O)c23)cc1
 : 2, 1, -2, -3, -1, -5, 1, 2, i, ·
- CCCCC(O)CN1CCC(c2ccccc2)CC1 (centres undefined)
 : -8, 2, -3, -2, 21, -2, -2, -1, i, -2
- Cc1cc2ccccc2n1CCNC(=O)C(C)C
 : -46, -3, 1, -58, 7, -5, -1, ·, i, -3
- CCCOC(=O)Nc1nc2ccccc2o1
 : 17, -1, 13, 49, 29, -2, -1, ·, i, -4
- O=C(NNC(=O)C12CC3CC(CC(Cl)(C3)C1)C2)c1ccncc1
 : -5, 2, -11, 3, 14, ·, ·, ·, i, 29
- Cc1cn2c(nc1=O)OC1CC2OC1CO (centres undefined)
 : -6, 1, -6, -3, 9, 0, 2, 1, i, 0
- CCCSc1cc(N2CCCC2)nc(-c2ccccc2)n1
 : -3, -2, 9, 4, 9, 0, -1, -6, i, 2
- NC(=O)CSc1nc2c(c(=O)n1-c1ccccc1)C1(CCCCC1)Cc1ccccc1-2
 : 21, 2, -5, 42, 2, 3, -1, 6, i, -5
- COc1ccc(-n2nc3c(N4CCC(C(=O)NCc5ccccc5C)CC4)nnc(C)c3c2C)cc1
 : 2, 2, 1, -2, 11, 2, 0, -5, i, -10
- CC(=O)N(/N=C1\Sc2ccccc2C1=O)c1cccc(C)c1
 : 28, -1, 50*, 26, 8, 40*, 1, -1, i, 7
- Cc1ccc2occ(/C=N/O)c(=O)c2c1
 : -4, 2, 11, -18, 11, -1, 0, -3, i, 6
- O=C(NCCc1c[nH]c2ccccc12)c1cnccn1
 : -1, 6, -2, 4, -23, 6, 1, -5, i, -1
- O=C(Cn1nnc(-c2cccs2)n1)NCc1ccccc1
 : 4, 3, 1, 12, 16, 56*, 0, 0, i, 1
- O=C(NN=C1CCCC1)c1ccc(O)cc1O
 : -35, 4, -8, -54, 5, 4, 5, ·, i, -8
- Cc1nc2ccccc2c(=O)n1NC(=O)C1CCCCC1
 : -3, -3, 3, -6, 26, 1, 0, -8, i, 3
- CC(=O)Nc1nc2ccccc2n1CCN(C)C
 : -2, 1, -5, 16, 17, 3, 2, -4, i, -4
- Nc1nc2c(s1)CCCCCCCCCC2
 : -6, -9, ·, -10, 0, -3, -1, -1, i, -1
- COc1ccc(/C(O)=C2/C(=O)C(=O)N(CCN3CCOCC3)C2c2ccc(C)cc2)cc1 (centres undefined)
 : -3, 4, ·, -24, 25, 2, 4, 3, i, 3
- O=C(Nc1ccccc1)C1C2/C=C\CCCCC21 (centres undefined)
 : 1, -1, 0, ·, 26, -4, 4, 5, i, 3
- COc1cccc(CNC(=O)C2CCN(S(=O)(=O)c3ccc(-n4cnnn4)cc3)CC2)c1
 : 5, -30, 1, -21, 5, 5, -1, 0, i, -4
- O=S(=O)(NCc1ccccc1Cl)c1ccc(-n2cccn2)cc1
 : -2, 5, -5, 5, 28, -4, -3, 0, i, 3
- C[C@@H](NC(=O)[C@@H]1Cc2ccccc2CN1C(=O)OC(C)(C)C)C(=O)NC1CCCC1
 : 2, -6, -1, 33, 34, -2, ·, -1, i, 6
- CC(=O)c1ccc(-c2ccc(C(=O)N3CCC(C(N)=O)CC3)o2)cc1
 : 3, -1, ·, -22, 11, ·, 1, -44, i, 6
- CC(C)C[C@H]1CN=C(Nc2ccccc2)N1CC1CCC(C)CC1 (some centres undefined)
 : 5, -3, ·, -9, 9, 2, 0, -12, i, 1
- O=C(O)C1C2C=CC(C2)C1C(=O)NC(c1ccccc1)c1ccccc1 (centres undefined)
 : -3, 1, 11, -3, 4, 3, -3, -3, i, 1
- CCn1nc(C(=O)Nc2ccc(S(=O)(=O)Nc3nccs3)cc2)c2ccccc2c1=O
 : -3, 2, 22, -16, 17, 5, 2, 7, i, 2
- Cc1cccc(C)c1OCC(=O)Nc1cccc(S(=O)(=O)N2CCCC2)c1
 : -1, -2, 1, 2, 17, ·, -1, 2, i, 16
- CC(=O)c1c(C)[nH]c(C(=O)Nc2nc(C)cs2)c1C
 : 21, -3, ·, 7, 12, 51*, -2, -1, i, 11
- Cc1cccc(N/C(N)=N/c2nc(CSc3ccc(Cl)cc3)cc(=O)[nH]2)c1
 : -3, -1, ·, -17, 16, 2, -1, 6, i, 8
- C=C[C@H]1[C@H](OC2OC(CO)C(O)C(O)C2O)OC=C(C(=O)OC)[C@H]1C[C@H]1CC(=O)C[C@H](CC(=O)CCc2ccc(O)cc2)O1 (some centres undefined)
 : 4, -4, ·, -5, 9, ·, 2, -3, i, -1
- COc1ccc(-c2cccc(C(=O)Nc3cccc(C(=O)O)c3)c2)cc1
 : 18, -1, 5, 46, 14, -2, -1, -10, i, -48
- Cc1cc2nc(-c3ccc(SCC(=O)N4CCc5ccccc54)nc3)[nH]c2cc1C
 : 22, 2, 1, 34, 6, -2, 0, -2, i, 10
- Cc1[nH]c2ccc(C(=O)N3CCN(c4ccc(F)cc4)CC3)cc2c1C
 : -5, 4, 0, 4, 25, -2, 1, -2, i, -1
- CCOc1ccc2oc(C(=O)OC(C(=O)NC(N)=O)C(C)C)c(C)c2c1 (centres undefined)
 : 7, 1, 11, 16, 20, 14, -1, -3, i, 3
- O=C(CN1C(=O)/C(=C\c2ccccc2Br)Oc2ccccc21)NCCCN1CCOCC1
 : -1, 0, 2, -2, 48, -1, 1, -19, i, -6
- COc1ccc(-c2cc(C(F)(F)F)n3nc(C(=O)Nc4c(C)n(C)n(-c5ccccc5)c4=O)c(Cl)c3n2)cc1
 : -3, 1, 4, -10, 18, 4, -2, -9, i, 10
- O=C(CSc1nc2ccccc2[nH]1)c1ccco1
 : 4, -4, 0, 12, 11, 0, -1, 1, i, 11
- CCN1CCN(C(c2cccs2)C(C)NS(=O)(=O)c2ccccc2)CC1 (centres undefined)
 : -4, -4, -3, -5, 23, 1, -1, 3, i, 0

Only HSF-1 act and AI-2 QS mod, for some of the entries so far:
SMILES | HSF-1 act | AI-2 QS mod
COc1ccc(-c2cccc(C(=O)Nc3cccc(C(=O)O)c3)c2)cc1 | 46 | 14
CC(=O)c1c(C)[nH]c(C(=O)Nc2nc(C)cs2)c1C | 7 | 12
CCN1CCN(C(c2cccs2)C(C)NS(=O)(=O)c2ccccc2)CC1 (centres undefined) | -5 | 23
CCOc1ccc2oc(C(=O)OC(C(=O)NC(N)=O)C(C)C)c(C)c2c1 (centres undefined) | 16 | 20
CC(C)C[C@H]1CN=C(Nc2ccccc2)N1CC1CCC(C)CC1 (some centres undefined) | -9 | 9

(listing goes on)
Each structure is followed by: HSF1 inh, GSK3beta inhib, Dyrk1A ADPGlo, HSF-1 act, AI-2 QS mod, HSP90 refold inh, GSK3 alpha inh, HDAC3 inh, PolyA inh, Platelet DG rel
- O=C(O)c1ccc(NC(=O)c2ccc3c(c2)C(=O)N(c2ccccc2)C3=O)cc1
 : -5, -1, -3, 6, 2, -2, -1, -6, i, -1
- Cc1ccc(SCCC(=O)Nc2ccccc2C(=O)NC2CCCCC2)cc1
 : -28, 0, 2, -41, 0, 4, -2, 1, i, 0
- CC(Oc1ccc(F)cc1F)C(=O)NNC(=S)NCC1CCCO1 (centres undefined)
 : 0, 3, -8, 12, 7, -1, 3, 4, i, -12
- Cc1ccc(SCCN)cc1C
 : -8, 1, -2, -9, 8, -2, -2, 2, i, 4
- Oc1ccc(/C=N/NC(=S)Nc2cccnc2)c(O)c1
 : -2, -2, 22, -1, -4, 1, 5, 12, i, -11
- Cc1ccccc1CC1(CO)CCCN(C(=O)Cc2c(F)ccc(F)c2F)C1 (centres undefined)
 : 6, 2, 9, -13, 6, -4, -3, 3, i, 5
- Cn1c(SCc2ccccc2Cl)nc(C(F)(F)F)cc1=O
 : -2, -1, 0, -7, 22, 0, -4, -1, i, 4
- O/N=C/c1ccc(OCc2ccccc2F)c(Cl)c1
 : 41, -4, 2, 84*, 14, -3, -2, 7, i, 7
- COc1ccc(CCn2c(-c3ccco3)nc3nc4ccccc4nc32)cc1
 : 1, -5, 0, 33, 11, -2, 0, 0, i, 9
- C/C(CC(=O)Nc1ccc(Cl)c(Cl)c1)=N\NC(=O)C(=O)N1CCCCC1
 : 43, -1, 5, 54*, 6, -1, -4, 4, i, 10
- CCOC(=O)c1ccc(CNC(=O)c2n[nH]c(=O)c3ccccc23)o1
 : 4, 3, -1, 6, 14, -1, -6, 7, i, 5
- Cc1nc2ccccc2c(=O)n1NC(=O)c1cncc(Br)c1
 : 4, -1, -2, -9, 19, 0, 1, 5, i, 6
- COc1ccccc1-c1cn[nH]c1-c1ccc(OCC(=O)NN)cc1O
 : -6, -5, 4, 11, -7, 2, 2, -8, i, -5
- CC(NC(=O)c1ccccc1NS(=O)(=O)c1ccc(CCC(=O)O)cc1)c1ccccc1 (centres undefined)
 : 1, -5, 1, -22, 8, 1, -4, 0, i, 6
- CS(=O)(=O)N1N=C(c2ccco2)CC1c1ccc(Cl)cc1Cl (centres undefined)
 : 5, -2, -6, 4, 16, 2, -2, ?, i, -1
- COc1ccc(NC(=O)CC2COc3ccccc3O2)c(OC)c1 (centres undefined)
 : 3, 5, -26, 2, 16, 3, -1, 10, i, -17

Dyrk1A ADPGlo, what is marked active above
Each structure is followed by: HSF1 inh, GSK3beta inhib, Dyrk1A ADPGlo, HSF-1 act, AI-2 QS mod, HSP90 refold inh, GSK3 alpha inh, HDAC3 inh, PolyA inh, Platelet DG rel
- CC(=O)N(/N=C1\Sc2ccccc2C1=O)c1cccc(C)c1
 : 28, -1, 50*, 26, 8, 40*, 1, -1, i, 7
